Giardia FBPA inh = inhibitors of Giardia lamblia fructose-1,6-bisphosphate aldolase; A8B2U2; purified Giardia FBPA; Potency, µM (highest dose often 59.6 µM), for inactives: top-dose activity, negative = inhibition, actives largely listed as inhibitors; hit rate 0.71% among 290,000; AID 2451; also: potency is read from the fitted curve at half-maximal effect; nearly all actives have a fitted effect of over 55% in size
Target sequence (A8B2U2 whole entry, looked up): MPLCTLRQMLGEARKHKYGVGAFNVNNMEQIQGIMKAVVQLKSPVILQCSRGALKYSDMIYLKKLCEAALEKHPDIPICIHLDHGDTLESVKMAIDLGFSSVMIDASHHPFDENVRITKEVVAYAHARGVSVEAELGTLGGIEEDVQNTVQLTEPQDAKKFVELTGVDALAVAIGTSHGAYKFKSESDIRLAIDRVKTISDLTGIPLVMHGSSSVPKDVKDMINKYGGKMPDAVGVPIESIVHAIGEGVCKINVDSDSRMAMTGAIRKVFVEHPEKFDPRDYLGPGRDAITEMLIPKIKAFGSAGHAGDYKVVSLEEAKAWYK
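40 nM FBPA preincubated 10 min at RT with compound (up to 57.5 uM final), then substrate plus GAPDH/TPI/NAD/arsenate coupling and diaphorase/resazurin added. Fluorescence read after 20 min at RT, 525/598 nm.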
AmpC detergent = blocks E. coli AmpC beta-lactamase in detergent assay | P00811 | AmpC hydrolysis of nitrocefin, absorbance 480 nm, 0.01% Triton | Potency, µM (top dose mostly 114 µM), without a hit: at the highest dose activity change, negative = inhibition, most hits filed as inhibitors | hit rate 0.041% among 370,000;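 also: potency is read from the fitted curve at half-maximal effect; 0% = no-compound wells and -100% = no-enzyme wells; nearly all actives have a fitted effect of over 25% in size; some results filed as inactive show a strong effect at the top dose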
Target sequence (P00811 whole entry, looked up): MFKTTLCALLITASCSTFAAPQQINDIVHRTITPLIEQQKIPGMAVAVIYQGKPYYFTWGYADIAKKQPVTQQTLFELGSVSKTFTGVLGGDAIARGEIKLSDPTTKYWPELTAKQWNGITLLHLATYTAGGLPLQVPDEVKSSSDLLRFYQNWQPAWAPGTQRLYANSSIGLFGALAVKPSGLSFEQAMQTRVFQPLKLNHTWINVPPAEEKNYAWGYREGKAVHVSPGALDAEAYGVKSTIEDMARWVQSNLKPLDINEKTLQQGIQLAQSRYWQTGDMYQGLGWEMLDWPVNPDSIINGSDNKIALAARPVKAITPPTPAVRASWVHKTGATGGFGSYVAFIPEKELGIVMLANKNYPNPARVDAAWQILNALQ
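20 mM phosphate pH 7.0 + 0.01% (detergent screen) or 0.0001% Triton X-100; 5.3 nM AmpC reagent; cpd preinc 15 min RT; nitrocefin (800 uM stock) to start; A480 q20 s × 4 min; Activity was normalised to no-enzyme and no-compound control wells.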
AMA1-RON2 inh = AMA1-RON2 (P. falciparum) interaction inhibition; AlphaScreen AMA1-biotinylated RON2 peptide binding; Potency, µM (highest dose often 58.2 µM), without a hit: top-dose activity change, negative = inhibition, most hits filed as inhibitors; hit rate 0.2% among 360,000;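 also: potency is read from the fitted curve at half-maximal effect; 0% = vehicle wells and -100% = peptide control; nearly all actives have a fitted effect of over 45% in size; some results filed as inactive show a strong effect at the top dose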
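AMA1 (3D7) with his tag at 25 nM final met compounds first, then biotinylated RON2 peptide at 25 nM; detection used donor plus acceptor beads, 10 µg/mL apiece, read by AlphaScreen after 30 min at room temperature.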
HCMV inh = human cytomegalovirus inhibition | HFF cells, HCMV-luciferase reporter, 72 h; hits give low values | activity change, negative = inhibition, % at 57.5 µM | hit rate 4.5% among 410,000 | AID 1259415; in the data active = activity change below about -60%; inconclusive = no clear call, values can overlap the other calls; inactive = above about -39%
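Cell-based, HFFs, 1000 cells/well, 16 h 37C; cpds in DMSO + HCMV-luc, MOI 1 PFU/cell; 72 h 37C; OneGlo luminescence after 5 min RT; norm. to buffer vs Salinomycin 10uM.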
HCV inh = blocks hepatitis C virus | Huh7.5.1 HCVcc-Cre infection, luciferase reporter, 44 h | Potency, µM (titrated, usually from 41.8 µM), without a hit: top-dose activity change, negative = inhibition, hits mostly inhibitors | hit rate 3.4% among 340,000 | AID 651820; also: potency is read from the fitted curve at half-maximal effect
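Antiviral activity was scored by luciferase reporter output from cells infected with HCVcc-Cre (~0.5 moi) in presence of compound, 44 h infection period, cells seeded 1,000/well 4 h prior.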
Sm TGR inh = inhibitors of Schistosoma mansoni thioredoxin glutathione reductase. Q962Y6. purified TGR, DTNB reduction, TNB absorbance 405 nm. Potency, µM (highest dose often 114 µM), for the others: at the top dose activity change, negative = inhibition, actives largely listed as inhibitors. hit rate 3% among 360,000. AID 485364; also: potency is read from the fitted curve at half-maximal effect; nearly all actives have a fitted effect of over 60% in size
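Kinetic colorimetric format: TGR-catalysed, NADPH-driven DTNB reduction monitored via TNB absorbance. Enzyme dispensed at 20 nM; compound exposure 15 min at room temperature before reaction start.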
An asterisk follows results filed as active; & = joins results of further samples; [ ] = another dose, or the depositor's remark. Unless noted, calls follow the shape of the dose curve; as a rule, active = well fitted curve in the direction sought with a large enough effect; inconclusive = small, poorly fitted or top-dose-only effect, or another doubt; inactive = no such curve, though single readings can be large; an effect the other way counts as inactive or inconclusive. Unless noted, % is scaled to controls: 0 for no effect and ±100 for the full control effect.

Results for Cc1ccc(C(=O)COC(=O)CNC(=O)c2ccco2)cc1 ?
Giardia FBPA inh: -3%; AmpC detergent: inconclusive; AMA1-RON2 inh: -2%; HCMV inh: 17; HCV inh: 6%; Sm TGR inh: -1%

How did COc1ccc(CN(C)Cc2nc3cc(OC)c(OC)cc3c(=O)[nH]2)c(OC)c1 do in these assays?
Giardia FBPA inh: -4%; AmpC detergent: 3%; AMA1-RON2 inh: 114%[activator]; HCMV inh: 82; HCV inh: -5%; Sm TGR inh: 3%

Results for CCCN=C1N(CC)C[C@@H]2[C@@H]3C(=O)N(C)C(=O)[C@@H]3[C@](C)(C(=O)OC)N12 ?
AMA1-RON2 inh: 10%; HCMV inh: -6; HCV inh: -17%[8.37 µM]

What do the screens show for `Cn1c(SCC(=O)Nc2ccccc2)nnc1-c1ccc2nonc2c1`?
Giardia FBPA inh: 3%; AmpC detergent: 3%; AMA1-RON2 inh: 9%; HCMV inh: 2; HCV inh: -6%; Sm TGR inh: -17%

How did CCOc1ccc(NC(=O)c2cc3c(C)nn(-c4ccccc4)c3s2)cc1 do in these assays?
AmpC detergent: 6%; HCMV inh: -66*; Sm TGR inh: 5%

What do the screens show for `CC(=O)c1ccc(N2C(=O)C3C4C=CC(CC4)C3C2=O)cc1` (stereo not given)?
Giardia FBPA inh: -2%; AmpC detergent: 2%; AMA1-RON2 inh: -11%; HCMV inh: 33; HCV inh: 7%; Sm TGR inh: 12%

What do the screens show for `CN(Cc1ccccc1)S(=O)(=O)c1ccc(Cl)nc1`?
Giardia FBPA inh: -3%; AmpC detergent: -15%; AMA1-RON2 inh: 6%; HCMV inh: -22; HCV inh: -2%; Sm TGR inh: -18%

Results for CCOc1ccc(CNC(=O)c2ccc(Sc3ccc(Cl)cc3)c(NC(C)=O)c2)cc1OC ?
Giardia FBPA inh: 16%; AmpC detergent: -4%&1%; AMA1-RON2 inh: 3%; HCMV inh: 2&-29; HCV inh: 13µM*; Sm TGR inh: -4%&-4%

Results for COc1ccc2nc(N(Cc3cccnc3)C(C)=O)sc2c1 ?
AmpC detergent: 0%; HCMV inh: 34; Sm TGR inh: 5%

What do the screens show for `COc1cc(N)c(Cl)cc1C(=O)OCC(=O)N(C)C1CCCCC1`?
AmpC detergent: -5%; AMA1-RON2 inh: -1%; HCMV inh: -15; HCV inh: 6%; Sm TGR inh: -18%

What do the screens show for `COc1cc(O)c(CCC(=O)c2ccc(OC)c(OC)c2)c(OC)c1`?
Giardia FBPA inh: -7%; AmpC detergent: -4%; AMA1-RON2 inh: 0%; HCMV inh: 3; HCV inh: inconclusive; Sm TGR inh: -6%

How did CCCNC(=O)Cn1c(=O)n(CC2CCC(C(=O)NC)CC2)c(=O)c2sccc21 (stereo not given) do in these assays?
AmpC detergent: -4%; HCMV inh: 3; Sm TGR inh: 1%

How did COCCc1nc2ccc(C(=O)N3CCCCC3COC)cc2o1 (stereo not given) do in these assays?
Giardia FBPA inh: 0%; AmpC detergent: -10%; AMA1-RON2 inh: -3%; HCMV inh: 0; HCV inh: 6%; Sm TGR inh: 0%

How did FC(F)C(F)(F)c1cc(-c2ccccc2)n[nH]1 do in these assays?
Giardia FBPA inh: -1%; AmpC detergent: 2%; AMA1-RON2 inh: 8%; HCMV inh: 16; HCV inh: -29%; Sm TGR inh: 8%

Results for CCN(CC)S(=O)(=O)c1ccc(Cl)c(C(=O)Nc2cc(C)nn2-c2ccccc2C(F)(F)F)c1 ?
Giardia FBPA inh: 4%; AmpC detergent: -1%; HCV inh: inconclusive; Sm TGR inh: -2%

Reprinted from the results shown (two entries):
Results for Cc1ccc(C(=O)COC(=O)CNC(=O)c2ccco2)cc1 ?
Giardia FBPA inh: -3%; AmpC detergent: inconclusive; AMA1-RON2 inh: -2%; HCMV inh: 17; HCV inh: 6%; Sm TGR inh: -1%

How did COc1ccc(CN(C)Cc2nc3cc(OC)c(OC)cc3c(=O)[nH]2)c(OC)c1 do in these assays?
Giardia FBPA inh: -4%; AmpC detergent: 3%; AMA1-RON2 inh: 114%[activator]; HCMV inh: 82; HCV inh: -5%; Sm TGR inh: 3%

The listing continues.
What do the screens show for `Cc1sc(-c2ccncc2)nc1OC(=O)c1cc(Cl)cc(Cl)c1`?
Giardia FBPA inh: 2%; AmpC detergent: 2%; AMA1-RON2 inh: -2%; HCMV inh: -5; HCV inh: 5%; Sm TGR inh: -16%

How did COc1ccc(OCCSc2nc(C)c(Cc3ccccc3)c(=O)[nH]2)cc1 do in these assays?
Giardia FBPA inh: 0%; AmpC detergent: 2%&0%; AMA1-RON2 inh: -1%; HCMV inh: -18&-1; HCV inh: 15%; Sm TGR inh: 4%&-2%

What do the screens show for `CCc1ccc(OC(C)C(=O)Nc2ccc(S(=O)(=O)Nc3cc(C)on3)cc2)cc1` (stereo not given)?
Giardia FBPA inh: 4%; AmpC detergent: -11%; AMA1-RON2 inh: 7%; HCMV inh: 23; HCV inh: 25%; Sm TGR inh: 5%

What do the screens show for `Cc1oc(S(=O)(=O)N2CCOCC2)cc1C(=O)Nc1ccc(Cl)cc1`?
Giardia FBPA inh: 0%; AmpC detergent: -10%; AMA1-RON2 inh: -20%; HCMV inh: -13; HCV inh: -16%; Sm TGR inh: 16%

What do the screens show for `CN(C(=O)c1cc2ccccc2cc1O)C1CCCCC1`?
AmpC detergent: -3%; AMA1-RON2 inh: 2%; HCMV inh: 54; HCV inh: 7%; Sm TGR inh: -19%

Results for Cc1ccc(SCC(=O)NCCc2ccc(F)cc2)cc1 ?
Giardia FBPA inh: -3%; AmpC detergent: 2%; AMA1-RON2 inh: -2%; HCMV inh: 27; HCV inh: 7%; Sm TGR inh: 12%

How did Cc1cccc(NS(=O)(=O)c2ccc3c(c2)CC(C)N3C(=O)C2CCC2)c1C (stereo not given) do in these assays?
AmpC detergent: 13%; HCMV inh: inconclusive; Sm TGR inh: 1%

What do the screens show for `O=C(NCCCN1CCOCC1)c1ccc(NC(=O)C2COc3ccccc3O2)cc1` (stereo not given)?
Giardia FBPA inh: -1%; AmpC detergent: -2%; AMA1-RON2 inh: -2%; HCMV inh: -7; HCV inh: -9%; Sm TGR inh: 8%

How did COC(=O)c1cc(NC(=O)c2ccccc2)c(=O)oc1C do in these assays?
Giardia FBPA inh: 3%; AmpC detergent: -4%; AMA1-RON2 inh: -3%; HCMV inh: -34; HCV inh: 5%; Sm TGR inh: -20%

How did Cc1cc(C)nc(SCc2nnc(SCC(=O)Nc3c(C)cccc3C)o2)n1 do in these assays?
Giardia FBPA inh: 5%; AmpC detergent: -8%; AMA1-RON2 inh: -13%; HCMV inh: 79; HCV inh: -4%; Sm TGR inh: -1%

Results for COc1ccnc(Oc2ccc(F)cc2)c1C(=O)N/C=N/OCc1ccc(Cl)cc1Cl ?
Giardia FBPA inh: 2%; AmpC detergent: -11%; AMA1-RON2 inh: 34%[activator]; HCMV inh: 21; HCV inh: -9%; Sm TGR inh: -6%

Results for NC(=O)C1CCN(C(=O)CN(c2cccc(C(F)(F)F)c2)S(=O)(=O)c2ccccc2)CC1 ?
Giardia FBPA inh: 1%; AmpC detergent: inconclusive; AMA1-RON2 inh: -11%; HCMV inh: -6; HCV inh: 2%; Sm TGR inh: 7%

What do the screens show for `OCC1(CCc2ccccc2)CCCN(CCCc2ccccc2)C1` (stereo not given)?
Giardia FBPA inh: 13%; AmpC detergent: -6%; AMA1-RON2 inh: -6%; HCMV inh: -21; HCV inh: -5%; Sm TGR inh: 5%

What do the screens show for `CC1(C)CC2(CCO1)NCCN1C(=O)CSC12` (stereo not given)?
Giardia FBPA inh: 4%; AmpC detergent: -5%; AMA1-RON2 inh: 1%; HCMV inh: -22; HCV inh: 13%; Sm TGR inh: 2%

How did O=C(CCC(NC(=O)OCc1ccccc1)C(=O)O)OCc1ccccc1 (stereo not given) do in these assays?
Giardia FBPA inh: 9%; AmpC detergent: 3%; AMA1-RON2 inh: -9%; HCMV inh: 6; HCV inh: 9%; Sm TGR inh: 0%

Next part, overlapping the part above by 2 compounds.
What do the screens show for `CC1(C)CC2(CCO1)NCCN1C(=O)CSC12` (stereo not given)?
Giardia FBPA inh: 4%; AmpC detergent: -5%; AMA1-RON2 inh: 1%; HCMV inh: -22; HCV inh: 13%; Sm TGR inh: 2%

How did O=C(CCC(NC(=O)OCc1ccccc1)C(=O)O)OCc1ccccc1 (stereo not given) do in these assays?
Giardia FBPA inh: 9%; AmpC detergent: 3%; AMA1-RON2 inh: -9%; HCMV inh: 6; HCV inh: 9%; Sm TGR inh: 0%

What do the screens show for `CC1(C)CC(NS(=O)(=O)c2ccc(Cl)cc2)CC(C)(C)N1`?
Giardia FBPA inh: 8%; AmpC detergent: -2%; AMA1-RON2 inh: 9%; HCMV inh: 37; HCV inh: inconclusive; Sm TGR inh: -3%

How did Cc1cccc(C)c1NC(=O)Cn1nc(-c2ccccc2)nc1-c1ccccc1 do in these assays?
Giardia FBPA inh: 0%; AmpC detergent: -4%; AMA1-RON2 inh: 15%; HCMV inh: 8; HCV inh: 7%; Sm TGR inh: -2%

How did c1ccc(-c2cc(-c3nc(-c4cccnc4)no3)c3ccccc3n2)cc1 do in these assays?
Giardia FBPA inh: 0%; AmpC detergent: 1%; Sm TGR inh: 12%

Results for Cc1ccc(NC(=O)CN(C)S(=O)(=O)c2ccc3c(c2)n(C)c(=O)c(=O)n3C)cc1 ?
AmpC detergent: 1%; AMA1-RON2 inh: 0%; HCMV inh: inconclusive; HCV inh: -2%; Sm TGR inh: 5%

What do the screens show for `O=C(c1cc(-c2ccccn2)nc2ccc(Br)cc12)N1CCN(S(=O)(=O)c2ccccc2)CC1`?
Giardia FBPA inh: -3%; AmpC detergent: 2%; AMA1-RON2 inh: -16%; HCMV inh: 25; HCV inh: 9%

How did COC(=O)c1ccccc1NC(=O)c1ccc(NS(C)(=O)=O)cc1 do in these assays?
Giardia FBPA inh: 7%; AmpC detergent: inconclusive; AMA1-RON2 inh: 5%; HCMV inh: 72; HCV inh: 11µM*; Sm TGR inh: 3%

Results for COc1ccccc1N1CCN(C(=O)CCNC(=O)Cn2ccc3ccccc3c2=O)CC1 ?
Giardia FBPA inh: -5%; AmpC detergent: -12%; AMA1-RON2 inh: 8%; HCMV inh: -24; HCV inh: -25%; Sm TGR inh: 2%

How did O=C(NC(=S)N1CCN(C/C=C/c2ccccc2)CC1)c1ccc(F)cc1 do in these assays?
Giardia FBPA inh: -22%; AmpC detergent: -8%; AMA1-RON2 inh: 17%; HCMV inh: -36; HCV inh: inconclusive; Sm TGR inh: -15%

How did CC(C)(C)c1ccc(OCC(=O)N(c2ccccn2)C2CCCCC2)cc1 do in these assays?
Giardia FBPA inh: 4%; AmpC detergent: 2%; AMA1-RON2 inh: 4%; HCMV inh: 18; HCV inh: 0%; Sm TGR inh: -1%

Results for Cc1cc(C)c(S(=O)(=O)Nc2ncccc2C)c(C)c1 ?
Giardia FBPA inh: -11%; AmpC detergent: -18%; AMA1-RON2 inh: -1%; HCMV inh: -10; HCV inh: 1%; Sm TGR inh: 4%

High-throughput results as filed in PubChem BioAssay.
